# TDP1 inh = inhibitors of human tyrosyl-DNA phosphodiesterase TDP1; AID 485290; recombinant TDP1, AlphaScreen DNA substrate cleavage; Potency, µM (series often up to 130 µM), for the others: at the top dose activity change, negative = inhibition, most hits filed as inhibitors; Q9NUW8; 350,000 tested, 0.28% active; note: nearly all actives have a fitted effect of over 40% in size
# Target sequence (Q9NUW8 whole entry, looked up): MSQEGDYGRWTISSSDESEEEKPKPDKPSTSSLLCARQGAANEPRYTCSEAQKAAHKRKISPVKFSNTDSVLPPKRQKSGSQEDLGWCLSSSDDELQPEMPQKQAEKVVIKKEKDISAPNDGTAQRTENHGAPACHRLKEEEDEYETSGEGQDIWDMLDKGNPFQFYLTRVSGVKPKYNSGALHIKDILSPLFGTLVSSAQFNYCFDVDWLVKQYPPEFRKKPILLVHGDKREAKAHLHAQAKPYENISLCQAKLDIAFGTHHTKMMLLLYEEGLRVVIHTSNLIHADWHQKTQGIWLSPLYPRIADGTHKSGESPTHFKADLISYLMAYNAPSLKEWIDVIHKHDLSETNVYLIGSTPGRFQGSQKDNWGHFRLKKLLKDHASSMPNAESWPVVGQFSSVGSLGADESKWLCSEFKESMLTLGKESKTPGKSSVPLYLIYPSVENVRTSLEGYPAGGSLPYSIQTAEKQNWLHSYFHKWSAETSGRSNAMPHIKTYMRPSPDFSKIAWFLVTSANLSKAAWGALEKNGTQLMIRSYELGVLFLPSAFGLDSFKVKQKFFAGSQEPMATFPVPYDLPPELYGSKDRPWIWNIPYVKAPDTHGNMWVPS
#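 Compounds were preincubated with Tdp1 (1 nM final) for 15 min at room temperature before substrate (15 nM final) started a 5 min reaction; beads (10 ug/ml final) were then added for 10 min before AlphaScreen detection.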
# DT40 TDP1 no CPT = qHTS for Inhibitors of human tyrosyl-DNA phosphodiesterase 1 (TDP1): qHTS in cells in absence of CPT. DT40 Tdp1-/- hTDP1 cells, no CPT, ATP luminescence, 48 h. Potency, µM (doses to about 46.2 µM), inactives show at the highest dose activity change, negative = growth inhibition, most hits filed as inhibitors. 420,000 tested, 15% active; note: nearly all actives have a fitted effect of over 55% in size
#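 Seeded 400 DT40-hTDP1 cells/well (vehicle DMSO, no 20 nM CPT); pinned compounds; ≥48 hr at 37 °C; CellTiter-Glo luminescence as viability measure.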
# TDP1 cell CPT = DT40-hTDP1 cell growth loss with CPT; 420,000 tested, 12% active; Potency, µM (series often up to 46.2 µM), for the others: at the top dose activity change, negative = growth inhibition, usual class: inhibitors; chicken DT40 Tdp1-/-;hTDP1 cells + 20 nM CPT, ATP luminescence, 48 h; AID 686979; note: nearly all actives have a fitted effect of over 55% in size
#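 Cell growth measured by CellTiter-Glo luminescence after a minimum 48 h, 37 C compound exposure with 20 nM CPT in Tdp1-knockout DT40 cells stably expressing hTDP1, seeded 400/well; qHTS titration format.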
# Starred values were filed as active, the others as inactive; ? = inconclusive; nt = not tested or not shown; & = joins results of further samples; [ ] = dose if it differs, or a comment. Calls come from the whole dose curve; as a rule, active = well fitted curve in the direction sought with a large enough effect; inconclusive = small, poorly fitted or top-dose-only effect, or another doubt; inactive = no such curve, though single readings can be large; an effect the other way counts as inactive or inconclusive. % is set by controls: 0 for no effect and ±100 for the full control effect; potency is the fitted concentration of half-maximal effect.
SMILES	TDP1 inh	DT40 TDP1 no CPT	TDP1 cell CPT
CCNc1nc(Oc2ccc(=O)n(-c3ccccc3)n2)nc(N2CCOCC2)n1	2.1%	-22.8%	?
Cc1ccc(CNC(=O)/C=C/c2cccs2)cc1	-0.6%	9.9%	1.3%
c1cc2c3c(c1)CCCN3CCC2	nt	-27.7%	-10.7%
O=C(c1ccc2c(c1)CCN2S(=O)(=O)c1ccc(Cl)cc1)N1CCN(c2ccccc2)CC1	4.7%	20.6µM*	11.6µM*
CC(=O)Nc1ccc2nc(NC(=O)COc3ccc([N+](=O)[O-])cc3)sc2c1	-1.2%	-6.0%	19.7%
Cc1ccc(OCc2cc(C(=O)N(C)C3CCCc4ccccc43)no2)cc1C (stereo not given)	nt	-70.8%	?
Cc1cc(C)cc(C(=O)NCC(=O)NCc2ccc(S(N)(=O)=O)cc2)c1	nt	18.4%	5.0%
COC(=O)c1c(-c2ccccc2Cl)noc1/C=C/N(C)C	5.9%	?	?
Cc1ccc(C(=O)Nc2nnc(SCc3cc(=O)c4c(C)ccc(C)c4[nH]3)s2)cc1	5.4%	10.3µM*	18.4µM*
Cc1ccc(CNC(=O)CN2C(=O)NC3(CC(C)CC(C)(C)C3)C2=O)cc1 (stereo not given)	1.3%	8.9%	-3.5%
O=C(c1cc(Cl)cc(Cl)c1)N1CCOCC1	2.2%	-0.9%	9.8%
Cc1ccc(-n2nc3c(=O)n(CC(=O)NCCCc4ccccc4)nc(C)c3c2C)cc1	-0.1%	23.1µM*	?
Cc1c(Br)c([N+](=O)[O-])nn1CCCC(=O)NC(C)c1ccccc1 (stereo not given)	7.4%	-9.0%	2.7%
O=C(O)c1ccc(Nc2nc3ccccc3n3cnnc23)cc1	-12.7%	7.31µM*	?
Cc1ccc2c(c1)c(C)c(C)n2CC(O)Cn1nnc2ccccc21 (stereo not given)	8.2%	?	?
COc1ccc(C(=O)N(CC(=O)Nc2sc(C)c(C)c2C(N)=O)C2CCCC2)cc1	3.0%	?	?
CC(=O)Nc1cccc(OCCCNC(=O)c2ccc(F)cc2)c1	2.6%	-7.7%	4.9%
C=CCn1c(=S)[nH]c2scc(-c3cccs3)c2c1=O	10.5%	2.0%	-6.5%
COc1ccc(NN=Nc2ccc([N+](=O)[O-])cc2)cc1	nt	3.7%	-19.1%
CCc1ccc(C(=O)NNC(=O)c2ccc3c(=O)n4c(nc3c2)CCC4)cc1	2.2%	-14.6%	-20.1%
CN1CCc2c(c3c(n2C)CCN(C)C3c2ccc(F)cc2)C1c1ccc(F)cc1 (stereo not given)	0.0%	?	?
Cc1cc(C(=O)OCC(=O)c2c(N)n(C)c(=O)n(C)c2=O)c(C)n1-c1ccccc1	4.7%	-28.8%	-21.2%
CCOC(=O)Cn1c(=O)oc2cc(S(=O)(=O)N3CCN(c4cccc(C)c4)C(C)C3)ccc21 (stereo not given)	4.6%	?	?
CN(C)c1ccc(-c2[nH][nH]c(=O)c2NC(=O)c2ccc3ccccc3n2)cc1	nt	?	?
COC(=O)c1ccccc1NC(=O)Nc1ccc(C(=O)N2CCCC2)cc1	8.8%	-19.3%	-3.4%

# Among those listed so far, 2 contain fluorine.
SMILES	TDP1 inh	DT40 TDP1 no CPT	TDP1 cell CPT
CC(=O)Nc1cccc(OCCCNC(=O)c2ccc(F)cc2)c1	2.6%	-7.7%	4.9%
CN1CCc2c(c3c(n2C)CCN(C)C3c2ccc(F)cc2)C1c1ccc(F)cc1 (stereo not given)	0.0%	?	?

# An excerpt from above in order of molar mass, largest number first.
SMILES	TDP1 inh	DT40 TDP1 no CPT	TDP1 cell CPT
O=C(c1ccc2c(c1)CCN2S(=O)(=O)c1ccc(Cl)cc1)N1CCN(c2ccccc2)CC1	4.7%	20.6µM*	11.6µM*
Cc1ccc(C(=O)Nc2nnc(SCc3cc(=O)c4c(C)ccc(C)c4[nH]3)s2)cc1	5.4%	10.3µM*	18.4µM*
Cc1cc(C(=O)OCC(=O)c2c(N)n(C)c(=O)n(C)c2=O)c(C)n1-c1ccccc1	4.7%	-28.8%	-21.2%
CCc1ccc(C(=O)NNC(=O)c2ccc3c(=O)n4c(nc3c2)CCC4)cc1	2.2%	-14.6%	-20.1%
COC(=O)c1ccccc1NC(=O)Nc1ccc(C(=O)N2CCCC2)cc1	8.8%	-19.3%	-3.4%
O=C(c1cc(Cl)cc(Cl)c1)N1CCOCC1	2.2%	-0.9%	9.8%
c1cc2c3c(c1)CCCN3CCC2	nt	-27.7%	-10.7%

# Later entries.
SMILES	TDP1 inh	DT40 TDP1 no CPT	TDP1 cell CPT
COCCCN1C(=O)C(CC(=O)NCC2CCCCC2)CC(C(=O)N2CCOCC2)=C1C (stereo not given)	nt	4.0%	3.2%
COc1ccc(CCNc2cc(=O)[nH]c(N)n2)cc1	5.5%	-9.1%	-19.7%
Cc1cccc(Nc2ccc(S(=O)(=O)N3CCOCC3)cc2[N+](=O)[O-])c1	8.6%	-24.8%	?
CC(=O)c1cc(-c2ccccc2)n(CCC(=O)Nc2ccc(C(C)C)cc2)c1C	6.6%	5.8µM*	8.2µM*
COc1ccc(-c2nnc3sc(COc4ccc(C)cc4)nn23)cc1	5.9%	?	-16.0%
COC(=O)c1cc(NC(=O)CCc2c(C)nc3cc(-c4ccccc4)nn3c2C)cc(C(=O)OC)c1	1.2%	1.1%	7.3%
CCN1C(=NCc2ccccc2)N[C@@H](c2ccccc2)[C@H](C(=O)OC)[C@H]1C	nt	-26.7%	?
CC(=O)NC1=NN(C(C)=O)C(C)(c2ccccn2)S1 (stereo not given)	3.6%	?	23.5%
Cc1cc(Br)ccc1SCC(=O)OC/C(O)=C(\C#N)c1nc2ccccc2[nH]1	nt	20.6µM*	?
O=C(NC1CC1(c1ccccc1)c1ccccc1)c1ccccc1 (stereo not given)	nt	-27.3%	-3.2%
COc1cccc(-c2cc(C(=O)NC3CCCC3)c3ccccc3n2)c1	nt	?	?
COc1cccc(CN2CCNC(=O)C2CC(=O)NCCOc2cccnc2)c1 (stereo not given)	3.0%	3.5%	2.5%
Cn1cc(C2OC(=O)c3ccccc32)c2ccccc21 (stereo not given)	nt	-28.3%	-26.2%
Cc1cccc(NC(=S)NNC(=O)c2ccc(O)cc2O)c1C	0.0%	1.6%	23.7%
CCCC1=[N+](CC(=O)c2ccccc2)CCn2cccc21	2.7%	25.9µM*	23.1µM*
CCOC(=O)c1cccc(NC(=O)CSc2nnc(COc3ccccc3C)o2)c1	-5.7%	1.0%	-27.2%
COc1cc2nc(N3CCN(C)CC3)nc(NC3CCN(C)CC3)c2cc1OC	nt	11.2µM*	8.91µM*
Cc1ccc(Cl)cc1NCc1nnc2n1CCCCC2	2.7%	4.0%	-0.9%
Cc1cc(=O)[nH]c(SCC(=O)N2CCN(S(=O)(=O)c3ccccc3)C2)n1	6.1%	3.2%	-3.3%
CCN(CC)CCNC(=O)CN1C(=O)COc2ccc(S(=O)(=O)N3CCOCC3)cc21	0.6%&-3.5%	10.7%&-0.7%	-2.9%&-8.4%
CCN(CC)C(=O)[C@H]1C[C@H](CC(=O)NCCN2CCOCC2)C(=O)N2CCc3c([nH]c4ccc(Cl)cc34)[C@]12C	-0.6%[56.1 µM]	?	?
Cc1cccc(CNC(=O)C2CCC(=O)N(C3CCCC3)C2)c1 (stereo not given)	1.9%	-14.4%	1.1%
Cn1c(=O)c2c(-c3ccccc3)n(Cc3cccnc3)cc2n(C)c1=O	3.8%	8.2%	-4.8%
CCC(c1nnnn1Cc1ccc(F)cc1)N(CCCO)Cc1cc2cc3c(cc2[nH]c1=O)OCO3 (stereo not given)	4.1%	?	?
O=C1C2C3C=CC(C3)C2C(=O)N1c1ccc2ccccc2n1 (stereo not given)	0.2%	-4.5%	4.2%

# 4 entries from above in a different format.
# Below each SMILES: TDP1 inh | DT40 TDP1 no CPT | TDP1 cell CPT
- CCCC1=[N+](CC(=O)c2ccccc2)CCn2cccc21
→ 2.7% | 25.9µM* | 23.1µM*
- CCOC(=O)c1cccc(NC(=O)CSc2nnc(COc3ccccc3C)o2)c1
→ -5.7% | 1.0% | -27.2%
- COc1cc2nc(N3CCN(C)CC3)nc(NC3CCN(C)CC3)c2cc1OC
→ nt | 11.2µM* | 8.91µM*
- Cc1ccc(Cl)cc1NCc1nnc2n1CCCCC2
→ 2.7% | 4.0% | -0.9%

# An excerpt from above, reduced to TDP1 cell CPT and DT40 TDP1 no CPT.
Compound | TDP1 cell CPT | DT40 TDP1 no CPT
CCOC(=O)Cn1c(=O)oc2cc(S(=O)(=O)N3CCN(c4cccc(C)c4)C(C)C3)ccc21 (stereo not given) | ? | ?
CN(C)c1ccc(-c2[nH][nH]c(=O)c2NC(=O)c2ccc3ccccc3n2)cc1 | ? | ?
COC(=O)c1ccccc1NC(=O)Nc1ccc(C(=O)N2CCCC2)cc1 | -3.4% | -19.3%

# (continued)
SMILES	TDP1 inh	DT40 TDP1 no CPT	TDP1 cell CPT
COC(=O)c1cccc(S(=O)(=O)N2CCCC2)c1	5.3%	-0.5%	-1.5%
COc1ccc(OC)c(C2C(C(=O)Nc3ccccc3OC)=C(C)Nc3c(C(=O)Nc4ccc(F)cc4)cnn32)c1 (stereo not given)	7.4%	?	?
O=C(NNc1ccccc1)c1ccccc1	nt	-15.2%	-24.0%
CCCN1CNc2c(c(=O)[nH]c(=S)n2CCC(C)C)C1	0.9%	?	-21.9%
COc1ccc(C2CC(=O)C(CS(=O)(=O)c3ccccc3)C(=O)C2)cc1 (stereo not given)	0.0%	-5.9%	-0.6%
O=C(O)Cn1nnnc1SCC(=O)Nc1ccccc1F	4.8%	-25.3%	-19.5%
COc1ccc(NC(=O)CCc2nnc3ccc(N4CCC5(CC4)OCCO5)nn23)cc1	7.9%	2.6%	-9.4%
CCC(=O)N1CCc2cc(S(=O)(=O)CCC(=O)N3CCN(c4cccc(Cl)c4)CC3)ccc21	4.7%	9.2µM*	20.6µM*
COc1cccc(/C=C(\C#N)c2nc3ccc(C)cc3[nH]2)c1	?	18.4µM*	18.4µM*
Cc1cc(SCC(=O)Nc2cccc(S(=O)(=O)NC3=NCCCCC3)c2)c(C)cc1Br	2.6%	?	14.9%
O=C(CCN1C(=O)c2ccccc2C1=O)Oc1ccc2ccccc2c1	4.4%	-10.8%	-12.5%
COCCn1c(SCC(=O)c2ccccc2)nc2ccccc2c1=O	-3.0%	?	-24.4%
N#Cc1ccc(-n2nnc3ccccc3c2=O)c([N+](=O)[O-])c1	nt	-17.6%	-25.7%
COc1ccc(C(c2nnnn2CC2CCCO2)N2CCN(c3ccccc3)CC2)cc1 (stereo not given)	8.2%	4.0%	10.7%
Cc1ccc(COC(=O)c2[nH]c3c(c2C)C(=O)CC(c2ccc(N(C)C)cc2)C3)cc1 (stereo not given)	0.0%	-31.5%	-37.0%
C=CCn1c(=S)[nH]c2cc(C(=O)N3CCN(c4ccccc4OC)CC3)ccc2c1=O	0.5%[56.1 µM]	?	?
COc1ccc(CN2CCNC(=O)C2CC(=O)NC2CCCC2)c(OC)c1 (stereo not given)	4.3%	-7.7%	-3.4%
C[C@H](NC[C@H](O)CP(=O)(O)Cc1ccccc1)c1ccc(Cl)c(Cl)c1	4.9%	-12.9%&3.7%	-2.4%&-6.8%
COc1ccc(OCc2cc(C(=O)NCCN3CCCc4ccccc43)no2)c(Cl)c1	9.9%	18.4µM*	14.6µM*
O=C(CC1Sc2ccccc2NC1=O)NNc1cccc(Cl)c1Cl (stereo not given)	nt	?	?
Cc1ccc(S(=O)(=O)N2CCC(C(=O)N[C@H](C(=O)NCC3CCCO3)C(C)C)CC2)cc1 (stereo not given in full)	4.0%	-0.7%	-23.6%
Cc1ccc(Sc2ccc(S(=O)(=O)Nc3ccc(CC(=O)O)cc3)cc2)cc1C	-0.1%	-1.3%	-3.1%
Fc1ccc(-c2noc3ncnc(NCCCN4CCN(c5ccccc5)CC4)c23)cc1	7.4%	?	?
CC(C)NC(=O)C(Cc1ccccc1)N1C(=O)c2ccccc2C1=O (stereo not given)	-2.5%	-15.4%	3.6%
CSc1ccc(C(=O)C2CCCN(C(=O)CCCn3cncn3)C2)cc1 (stereo not given)	nt	?	?
Cc1ccc2onc(CNC(=O)NCc3ccccc3)c2c1	-2.6%	-1.7%	-28.2%

# Screening data (PubChem BioAssay)
